Compound activity: PubChem BioAssay, Sanford-Burnham Center for Chemical Genomics
ER stress death: ER stress cell death inhibition; relative survival (cellular ATP), % at 15 µg/mL (by protocol); 48,000 compounds, 0.33% hits; CSM14.1 thapsigargin ER stress survival, ATP luminescence;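 active means survival measured by cellular ATP above 50% at 15 µg/ml in the first screen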;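 further: cell death triggered by about 15 µM thapsigargin; ATP read 24 h after thapsigargin was added; plate controls were thapsigargin with DMSO for no effect and DMSO without thapsigargin for full effect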
* marks the source's active call; other numbers are inactive results. This is a subset. The share of hits here may be higher or lower than overall.

Start of the listing, in advance (6 entries):
molecule	ER stress death
O=C(O)C1CC=CCC1C(=O)Nc1ccccc1Nc1ccccc1 (stereo not drawn)	5.5
COc1ccc(/C=N/Nc2nc(C)cc(-c3ccccc3)n2)c(OC)c1	16.5
Cc1cccc(N2CCN(S(=O)(=O)c3ccc(Br)cc3)CC2)c1	9.1
CCCC1(O)CC(c2cc(OC)ccc2OC)NC(c2cc(OC)ccc2OC)C1C (stereo not drawn)	1.0
CCCCc1nc(N)c(C#N)c(-c2cccc(Br)c2)c1CCC	8.7
NC(=O)c1c(NC(=O)COc2ccccc2)sc2c1CCCCC2	6.7

The whole of this part (from the top)
molecule	ER stress death
O=C(O)C1CC=CCC1C(=O)Nc1ccccc1Nc1ccccc1 (stereo not drawn)	5.5
COc1ccc(/C=N/Nc2nc(C)cc(-c3ccccc3)n2)c(OC)c1	16.5
Cc1cccc(N2CCN(S(=O)(=O)c3ccc(Br)cc3)CC2)c1	9.1
CCCC1(O)CC(c2cc(OC)ccc2OC)NC(c2cc(OC)ccc2OC)C1C (stereo not drawn)	1.0
CCCCc1nc(N)c(C#N)c(-c2cccc(Br)c2)c1CCC	8.7
NC(=O)c1c(NC(=O)COc2ccccc2)sc2c1CCCCC2	6.7
CCCOc1ccc(N2C(=O)CC(SC(N)=Nc3ccccc3)C2=O)cc1 (stereo not drawn)	14.0
O=C1OC(c2ccc(Cl)cc2)=C/C1=C/c1ccc(-c2ccccc2[N+](=O)[O-])o1	4.5
CC(C)(C)c1ccc(OCCOc2ccc(/C=N/n3cnnc3)cc2)cc1	-7.7
COc1cccc(/C=C/C(=O)c2ccc(F)cc2)c1	-6.8
CC1CCc2c(sc(NC(=O)COc3ccccc3C(C)(C)C)c2C(N)=O)C1 (stereo not drawn)	-0.7
O=C(Nc1c(Cl)cccc1Cl)C1CCCC1	-20.7
Cc1cc(=O)n2[nH]c(-c3ccc(Cl)cc3)cc2n1	-3.5
COc1ccc(C2(CNC(=O)CCc3ccccc3)CCCC2)cc1OC	9.6
COc1ccc(NC(=O)CCCOc2ccc(Cl)cc2Cl)c(OC)c1	17.0
COc1cc(/C=C2\C(=O)NC(=O)N(c3ccc(Br)c(C)c3)C2=O)cc(OC)c1O	-1.6
Cc1c(C(=O)OC(C)C)sc(NC(=O)c2cnccn2)c1C(=O)OC(C)C	2.2
Cc1cc(C)nc(SCC(=O)N/N=C/c2ccc([N+](=O)[O-])cc2)n1	-5.3
O=C(CSc1ccccn1)Nc1nc2ccccc2s1	3.1
COC(=O)C1=C(C)N(C)C(=O)NC1c1ccc([N+](=O)[O-])s1 (stereo not drawn)	-0.3
CCCC/C(C)=N\NC(=O)C(=O)NC(C)C	5.8
CCOCCOC(=O)C1=C(C)NC2=C(C(=O)CCC2)C1c1cc(OC)c(OC)c(OC)c1 (stereo not drawn)	-9.3
Cc1cc(OCC(=O)NCC2CCCO2)ccc1Br (stereo not drawn)	1.5
CCOC(=O)NC(NC(=S)Nc1ccc(C(C)=O)cc1)C(Cl)(Cl)Cl (stereo not drawn)	2.0
Clc1ccccc1-c1noc(C23CC4CC(CC(C4)C2)C3)n1	5.9
COC(=O)C1=C(C(=O)OC)SC(=C2C(=S)C(C)(C)N(C(=O)c3ccccc3F)c3cc(C)ccc32)S1	7.5
CCc1ccccc1NC(=O)C(=O)NCCc1ccc(F)cc1	1.7
COc1cc(C2NC(=O)NC(C)=C2C(=O)OCCC#N)cc(OC)c1OC (stereo not drawn)	7.8
O=C(Nc1ccc(Br)cc1)C1CCCN1S(=O)(=O)c1ccc(Cl)cc1 (stereo not drawn)	-1.0
Cc1cc(C)n(-c2cc(N/N=C/c3cccc(F)c3)nc(C)n2)n1	6.1
Cc1ccc2nc(SCC(=O)Nc3ccc(/C=C/c4ccccc4)cc3)[nH]c2c1	1.9
COc1ccc(OC)c(C2NC(=S)NC(C)=C2C(=O)Nc2cc(Cl)ccc2OC)c1 (stereo not drawn)	2.8
O=[N+]([O-])c1ccc(Cl)cc1NCc1ccccc1	11.2
Cc1c(Cc2ccccc2)c(-n2ccnc2)n2c(nc3ccccc32)c1C#N	-0.4
Cc1cc(C)c(C)c(C=C2C(=O)c3ccccc3C2=O)c1C	9.2
COc1ccc(CCN2C(=O)C(C)C(Cc3ccc(C)cc3)C2=O)cc1OC (stereo not drawn)	9.2
C/C(=N\Nc1nnc2c(n1)[nH]c1ccccc12)c1ccc(Br)cc1	4.8
O=C(Nc1ccc(Cl)cc1)N1CCN(Cc2ccc3c(c2)OCO3)CC1	1.3
COc1ccc(CCNc2cc(N3CCN(C(=O)c4ccc(Cl)cc4)CC3)ccc2[N+](=O)[O-])cc1OC	9.8
O=C(Nc1cccc(NC(=O)c2ccc3ccccc3c2)c1)c1cccc(Cl)c1	5.5
O=C(Nc1ccccc1C(=O)N1CCN(Cc2ccccc2)CC1)c1ccccc1Cl	-2.3
COc1ccccc1C1SCCN1S(=O)(=O)c1ccc(-c2ccccc2)cc1 (stereo not drawn)	4.1
Cc1ccc(S(=O)(=O)NC(=O)NCC2CCCO2)cc1 (stereo not drawn)	8.3
CC1(C)Cc2c(sc3[nH]c(=S)[nH]c(=S)c23)CO1	7.8
COc1ccc(CN2CCN(CC3CC=CCC3)CC2)c(OC)c1OC (stereo not drawn)	-1.3
COc1cc(C=O)ccc1OCc1ccccc1COc1ccc(/C=C2/SC(=S)NC2=O)cc1OC	4.9
Cc1ccc(/C=C/C(=O)c2c3c(c(C)[nH]c2=O)CCCC3)cc1	-1.1
COc1ccc(C(=O)N/C(=C\c2ccc(Cl)cc2)C(=O)NCCN2CCOCC2)cc1	-1.8
O=C(CCC1CCCC1)Nc1ccc(F)c([N+](=O)[O-])c1	1.9
CC(C)Nc1nc(-c2cccnc2)nc2ccccc12	0.3
O=C(Nc1ccccc1C(F)(F)F)C(F)(F)F	10.0
O=C(NCCOc1ccccc1)c1cccc2ccccc12	15.2
Cc1ccc(C2CC(C(F)(F)F)n3ncc(C(=O)Nc4ccccc4C(F)(F)F)c3N2)cc1 (stereo not drawn)	7.8
Cc1ccc(N2NC(=O)/C(=C/c3cccc(Br)c3)C2=O)cc1	18.6
O=C(Oc1ccc(/C=C2/SC(=S)N(c3ccccc3)C2=O)cc1)c1ccccc1	2.7
Cc1ccc(-c2csc(NC(=O)c3ccc(F)cc3)n2)cc1	1.0
Cc1ccc(-c2cc(C(F)(F)F)n3ncc(C(=O)NCC4CCCO4)c3n2)cc1 (stereo not drawn)	3.5
CCOc1cc(/C=C(\C#N)c2nc3ccccc3s2)ccc1O	3.2
COc1ccccc1NC(=O)C1(c2ccccc2)CCOCC1	11.2
COc1ccc(NC(=O)CN(c2cccc(C(F)(F)F)c2)S(C)(=O)=O)cc1	23.7

(more compounds)
molecule	ER stress death
C(=N\N1CCN(c2ccccn2)CC1)/c1cccs1	9.4
CCCCc1c(C)nc(N/N=C/c2cccc(OC)c2O)[nH]c1=O	-5.2
Cc1ccc(Nc2nc(-c3ccc(S(=O)(=O)N4CCCCC4)cc3)cs2)cc1Cl	2.0
CCOc1ccccc1/C=C1\C(=O)NC(=O)N(c2ccc(Br)c(C)c2)C1=O	-3.6
Cc1ccc(S(=O)(=O)NN2C(=O)/C(=C/c3ccc(C(=O)O)cc3)SC2=S)cc1	3.8
CC(C)C(=O)Nc1ccc(Cl)c(-c2nc3ccccc3[nH]2)c1	13.3
Cc1cccc(NC(=O)CSC(N)=O)c1	3.4
O=c1oc2c(F)c(F)c(F)c(F)c2c2[nH]ncc12	-1.6
COc1ccccc1CNC(=O)CN(c1ccc(C)cc1)S(=O)(=O)c1ccc(C)cc1	10.1
O=C(O)CCCCCN1C(=O)C(=O)/C(=C(/O)c2ccccc2)C1c1ccccc1 (stereo not drawn)	2.0
Oc1cccc(/C=N/Nc2nc3ccccc3s2)c1	4.5
Cc1ccc(N2CC(C(=O)Nc3cc(C)ccc3F)CC2=O)cc1 (stereo not drawn)	4.0
Cc1cccc(NC(=O)CC2CCCCC2)c1	6.2
CCOC(=O)c1c(NC(=O)CC2SC(N)=NC2=O)sc(C)c1C (stereo not drawn)	8.9
CCCc1c(C)nc2c(Br)cccc2c1SCC(=O)O	3.9
CCN(CC)c1ccc(/C=C2\SC(=S)N(CCc3ccccc3)C2=O)cc1	7.0
Clc1ccc(CNc2ncn[nH]2)cc1	-2.0
CC(=C/C(=O)O)/C=C/c1c[nH]c2ccccc12	6.4
CC1=CC(C)C2COC(c3cccnc3)C1C2C (stereo not drawn)	4.6
Cc1ccc(C(=O)NNC(=O)c2ccc(O)cc2)cc1	9.8
Cc1cc(NC(=O)c2ccccc2)sc1C	-4.7
COc1ccc(CNCc2cccnc2)cc1	13.5
Cc1ccccc1C(=O)Nc1c(C(=O)NCc2ccco2)cnn1-c1ccccc1	2.6
CSc1nc(C)cc(-n2cc(Br)c(=O)[nH]c2=O)n1	1.9
CC(=O)Nc1ccc(S(=O)(=O)Nc2ccccc2C(N)=O)cc1	13.1
O=C1N=c2ccc(Cl)cc2=C1c1sc(=S)n(Cc2ccco2)c1O	-3.0
CC1(C)CC(NC(=O)c2ccccc2F)CC(C)(C)N1	17.6
Clc1cccc(Cl)c1OCCCN1CCOCC1	-2.3
O=[N+]([O-])c1ccc(NCCNCCO)c(Cl)c1	-3.4
O=C(NNC(=O)c1ccc2ccccc2c1)c1ccc(Cl)cc1	7.5
CCC(=O)N1c2ccccc2NC2=C(C(=O)CC(c3ccccc3)C2)C1c1cccc([N+](=O)[O-])c1 (stereo not drawn)	-3.3
CCC(=O)Nc1ccc(Cl)c(-c2nc3ncccc3o2)c1	10.0
Cc1cccc(NC(=O)Cc2ccccc2)c1	-5.5
CN(C)CCSc1nc(O)c(-c2ccccc2)c(=O)n1-c1ccccc1	4.2
O=[N+]([O-])c1ccc(OCC(O)CN2CCOCC2)cc1 (stereo not drawn)	-2.6
O=C(c1c(Cl)cccc1Cl)N1CCN(c2ccc(Cl)cc2)CC1	5.2
CCN(CC)c1ccc(/C=N/N2C(=O)c3ccccc3C2=O)cc1	4.5
COc1cccc(NC(=S)NC(NC(=O)Cc2ccccc2)C(Cl)(Cl)Cl)c1 (stereo not drawn)	10.5
COC(=O)C(C(=O)OC)C(c1ccccc1)C(C(=O)OC)C(=O)OC	-5.0
OCc1c(O)cnc2ccccc12	4.1
CCOC(=O)c1ccc(NC(=O)CN(c2ccc(C)cc2)S(=O)(=O)c2ccc(SC)cc2)cc1	8.5
CCc1ccc(NC(=O)C(=O)NCCN2CCN(C(=O)c3ccc(OC)cc3)CC2)cc1	7.3
CC(=O)n1cnc2c(c1=O)C1(CCCC1)Cc1ccccc1-2	-8.7
O=C(COc1cccc(Cl)c1)N=Nc1c(O)[nH]c(=O)[nH]c1=O	4.2
COc1cc2ccccc2cc1C(=O)Nc1ccc2[nH]c(=O)[nH]c2c1	-2.2
COc1ccccc1NC(=O)CN1C(=O)/C(=C\c2cc(OC)c(OC)c(OC)c2)SC1=S	3.4
O=C(c1ccccc1[N+](=O)[O-])N1CCN(c2cccc(Cl)c2)CC1	9.6
COC(=O)c1ccc(N=Cc2ccc(Cl)cc2)cc1	15.7
O=C(c1ccccc1F)N1CCN(Cc2cccc(F)c2)CC1	-0.4
O=c1[nH]c2ccc(NS(=O)(=O)c3ccc(F)cc3)cc2[nH]1	6.7
Cc1cc(C)c(NC(=O)COc2ccc(C)cc2C(C)(C)C)c(C)c1	8.8
COc1ccc(NC(=O)/C(=C/c2ccccc2Cl)NC(=O)c2ccc(C)cc2)cc1	2.2
CCOC(=O)c1ccc(NC(=S)NC(NC(=O)c2ccc(Br)cc2)C(Cl)(Cl)Cl)cc1 (stereo not drawn)	1.4
O=C(Nc1cccc2nsnc12)c1ccc2c(c1)OCCO2	-0.5
Oc1ccc2ccccc2c1/C=N/Nc1nnc(-c2ccccc2)c(-c2ccccc2)n1	3.2
CCCSc1nc(N)c(C#N)c(-c2ccccc2)c1C#N	3.3
COc1ccccc1N1CCN(CC(O)COC2CC(C)CCC2C(C)C)CC1 (stereo not drawn)	0.3
CCOc1cccc(C(=O)Nc2ccc3nn(-c4ccc(F)cc4)nc3c2)c1	12.3
O=C1C2C(C(=O)N1Cc1cccnc1)C1C=CC2C12CC2 (stereo not drawn)	-0.7
O=C(Nc1ccc(-c2nc3ncccc3o2)cc1)c1ccc(-c2cccc(Cl)c2)o1	-2.3

Other records follow:
molecule	ER stress death
Cc1ccc(NC(=O)c2cc(Br)ccc2Cl)c([N+](=O)[O-])c1	6.7
O=C(Nc1ccc(Cl)cc1)c1ccc(Br)o1	-6.0
COc1cc(C=C2C(=O)c3ccccc3C2=O)cc(I)c1OCc1ccc(Cl)cc1	1.5
CCOC(=O)/C=C1\NC2(CCCCC2)Cc2cc(OC)c(OC)cc21	-5.7
CCCOc1ccc(C(=O)Nc2sc(CC)cc2C(=O)OCC)cc1	1.1
CCOc1ccc2sc(C=NC3CCCCC3)c(O)c2c1	-0.1
O=C(O)CCCNC(=O)c1cn(-c2ccccc2)nc1-c1ccccc1	3.4
O=C(c1nn2c(C(F)(F)F)cc(-c3cccs3)nc2c1Cl)N1CCOCC1	-5.7
CCCC1=NN(c2nc3ccccc3s2)C(=O)/C1=C(\C)N1CCOCC1	4.8
Cc1ccc(N2C(=O)CC(NCc3ccc(Cl)cc3Cl)C2=O)cc1 (stereo not drawn)	0.4
COc1ccc(OC)c(NC(=O)C2CN(S(=O)(=O)c3ccccc3)CCN2S(=O)(=O)c2ccccc2)c1 (stereo not drawn)	3.7
CCN(CC)c1ccc(NC(=O)c2cccc(C)c2)cc1	-6.3
